Screening data: PubChem BioAssay, several laboratories
S1P2 antag: blocks the human S1P2 receptor; O95136; cell-based S1P2 antagonist assay, inhibition at 5 uM; AID 736; 97,000 compounds, 0.21% hits; inhibition, % at 5 µM; in the data active = inhibition above about 45%;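 note: CRE beta-lactamase reporter cells expressing human S1P2 stimulated with S1P; 0% = agonist at EC80 alone and 100% = agonist plus reference antagonist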
DAT uptake mod: changed human dopamine transporter uptake under cocaine IC80. Q01959. LLC-PK1 hDAT cells, [14C]-dopamine uptake with cocaine IC80; actives deviate in either direction. B-score at 10 µM. 110,000 compounds, 1.3% hits. AID 449768;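 active = Z score or B-score, a plate-position-corrected score, falls beyond the plate's 99.7% confidence bounds, in either direction; inactive = both scores lie inside the 99.7% bounds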;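 note: scored against the spread of the other compound wells on the same plate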
CYP2C19 activ: activators of human cytochrome P450 2C19 | 96,000 tested, under 10 active | activation factor at 5 µM | P33261 | recombinant CYP2C19, luciferin-H EGE luminescence; stronger effect = higher value; 0 = fully inhibited enzyme, 1 = untreated enzyme;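 active = activation factor of at least 2 at 5 µM in the primary screen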;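 note: 0 = wells with 2.5 mM tranylcypromine and 1 = vehicle-only wells; values of inactives mirror those of a sister screen read the other way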
Target sequence (P33261 whole entry, looked up): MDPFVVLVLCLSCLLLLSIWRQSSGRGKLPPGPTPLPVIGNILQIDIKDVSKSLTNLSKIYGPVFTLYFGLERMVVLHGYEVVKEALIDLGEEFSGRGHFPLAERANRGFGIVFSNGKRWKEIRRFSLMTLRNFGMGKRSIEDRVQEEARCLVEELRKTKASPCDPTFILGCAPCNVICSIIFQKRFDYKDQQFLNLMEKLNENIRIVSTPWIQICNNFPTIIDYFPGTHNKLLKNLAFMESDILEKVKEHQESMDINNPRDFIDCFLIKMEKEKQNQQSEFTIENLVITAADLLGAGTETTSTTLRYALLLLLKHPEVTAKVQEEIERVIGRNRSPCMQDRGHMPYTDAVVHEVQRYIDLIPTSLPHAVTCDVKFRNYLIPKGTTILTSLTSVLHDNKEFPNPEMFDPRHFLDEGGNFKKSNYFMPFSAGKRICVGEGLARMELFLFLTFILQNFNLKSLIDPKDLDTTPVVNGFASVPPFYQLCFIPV
sEH inh: blocks human soluble epoxide hydrolase activity; recombinant human sEH enzymatic activity assay; P34913; inhibition, % at 2 µM; AID 707; 91,000 compounds, 0.34% hits; in the data active = inhibition above about 80%; note: values of inactives mirror those of a sister screen read the other way; many of its hits are not listed in these tables
Target sequence (P34913 whole entry, looked up): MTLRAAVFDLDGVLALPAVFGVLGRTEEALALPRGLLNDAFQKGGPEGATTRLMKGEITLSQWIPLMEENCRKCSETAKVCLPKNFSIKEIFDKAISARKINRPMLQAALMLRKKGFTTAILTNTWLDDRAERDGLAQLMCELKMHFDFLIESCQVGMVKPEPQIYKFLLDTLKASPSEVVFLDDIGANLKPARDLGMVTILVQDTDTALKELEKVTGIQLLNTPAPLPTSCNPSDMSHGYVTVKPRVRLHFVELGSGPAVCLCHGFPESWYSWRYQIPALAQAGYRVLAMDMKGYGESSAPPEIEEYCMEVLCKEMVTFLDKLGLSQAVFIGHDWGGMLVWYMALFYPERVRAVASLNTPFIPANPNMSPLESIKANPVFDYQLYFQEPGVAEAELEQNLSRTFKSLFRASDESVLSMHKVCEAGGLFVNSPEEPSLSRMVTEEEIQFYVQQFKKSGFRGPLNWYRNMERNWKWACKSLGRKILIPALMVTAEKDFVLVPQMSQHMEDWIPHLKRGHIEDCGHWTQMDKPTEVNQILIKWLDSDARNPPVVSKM
S1P2 agonist: activates the human S1P2 receptor | 97,000 compounds, 0.46% hits | activation, % at 4.5 µM | S1P2-expressing cell line, agonist reporter read-out | AID 729 | O95136; in the data active = activation above about 16%;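 note: 0% = vehicle low control and 100% = maximal reference agonist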
PostGolgi yeast: growth inhibition of a yeast mutant, post-Golgi transport screen; post-Golgi transport phenotypic cell assay; inhibition, % at 10 µM; 98,000 compounds, 0.9% hits; AID 739;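 note: yeast cells grown in 1536-well plates; yeast grown about 18 h at 30C before absorbance read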
CYP2C19 inh: human CYP2C19 inhibition; P33261; CYP2C19 Supersomes, luciferin-H EGE luminescence, 30 min; inhibition, % at 5 µM; 96,000 compounds, 21% hits; AID 778;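 active = CYP2C19 inhibition above a set limit at 5 µM in the primary screen, cut at about 50% in these data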;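 note: plate controls were negative control wells for no effect and 2.5 mM tranylcypromine positive control for full effect; values of inactives mirror those of a sister screen read the other way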
sEH activator: activators of human soluble epoxide hydrolase. purified human sEH enzymatic activity, activator screen. activation, % at 2 µM. 91,000 compounds, 0.04% hits; in the data active = activation above about 37%; note: values of inactives mirror those of a sister screen read the other way
PostGolgi ctrl: inhibits growth of the yeast control strain. efflux-deficient yeast background strain, growth absorbance A615, 16 h. inhibition, % at 10 µM. 98,000 compounds, 5% hits
* marks the source's active call; other numbers are inactive results; x = not tested or not shown. Cut-off read from the data, not from the text of the source, unless noted: active = inhibition above about 30%; inactive = the rest. No enrichment for hits; 24% or so of the library scored in one or more.

SMILES	S1P2 antag	DAT uptake mod	CYP2C19 activ	sEH inh	S1P2 agonist	PostGolgi yeast	CYP2C19 inh	sEH activator	PostGolgi ctrl
O=C(OCC(=O)c1ccc[nH]1)c1ccc(S(=O)(=O)N2CCCCCC2)cc1	3	-1.3	1	-13	-4	-2	4	14	12
COc1ccc(OC)c2c1CCC2=O	-19	-1.3	x	12	-4	6	x	-8	5
O=S(=O)(NC1CCCCCC1)c1cccc2cccnc12	-8	-0.42	0.5	-6	-4	18	47	4	11
COc1ccccc1C1CC(=O)NC(SCC(=O)Nc2ccccc2)=C1C#N (centres undefined)	9	-0.96	0.2	10	-7	-4	76*	-10	7
C/C(CC1(O)C(=O)Nc2ccccc21)=N\O (centres undefined)	-5	-0.91	1	-10	-8	20	4	8	0
COc1ccc2nc(SCC(=O)NC(C)C)[nH]c2c1	17	-0.58	0.6	4	-5	9	42	-4	28
O=C(NCc1ccco1)C(c1cccs1)N(Cc1ccccc1)C(=O)Cn1nnc2ccccc21 (centres undefined)	1	-0.69	0.7	-13	-6	-5	30	12	16
C=CCSc1nncn1/N=C/c1ccc(OC)cc1	11	-2.1	0.2	-13	-9	6	82*	10	0
CCCn1nnc(NCc2ccc(OCc3cccs3)c(OC)c2)n1	8	0.47	0.5	-13	-11	-1	48	16	13
CCOC(=O)N1CCN(c2ncnc3c2cnn3-c2ccc(OC)cc2)CC1	-5	x	x	-9	-5	x	x	9	x
CCC(=O)N(Cc1cc(=O)[nH]c2ccccc12)c1cccc(C)c1	-10	2.2	0.8	x	-5	0	16	x	6
O=C(CN(C(=O)CNC(=O)c1ccco1)c1ccc2c(c1)OCO2)NC1CCCCC1	13	0.6	0.3	4	-3	8	73*	-4	-3
COc1ccccc1NC(=O)N1CCCC(c2nc3c(nnn3Cc3ccc(C)cc3)c(=O)[nH]2)C1 (centres undefined)	-3	-0.023	0.3	-2	-5	-10	67*	7	4
CCOC(=O)C1=NN(c2ccc(Cl)cc2)C(c2ccccc2)CC1=O (centres undefined)	-13	-0.15	x	12	0	x	x	-14	x
c1ccc(CN2CN=C(Nc3nc4ccccc4s3)NC2)cc1	-4	0.0061	0.9	3	-2	-9	14	-6	10
O=C(CN(Cc1ccccc1)C(=O)CSc1nnc(COc2ccccc2)o1)NC1CCCC1	9	-0.35	x	-2	-7	x	x	0	x
Cc1ccc(C(=O)CSc2nc(C)cc(C)c2C(N)=O)cc1	16	-0.33	0.2	2	-5	4	77*	0	4
Cc1cc(-c2nnc(-c3ccccc3)c(-c3ccccc3)n2)c(C)o1	-18	1.1	0.8	x	-5	13	24	x	-3
Cc1ccccc1N1C(=O)c2ccccc2NC1c1ccncc1 (centres undefined)	7	-0.46	x	-7	-1	x	x	10	x
COc1ccc(NC(=O)/C(=C\c2ccc(OS(=O)(=O)c3ccc(C)cc3)cc2)NC(=O)c2ccccc2)cc1	26	0.11	0.9	8	-4	8	14	-6	9
CC1CCCCN1C(=O)N[C@@H](Cc1ccccc1)C(=O)O (some centres undefined)	9	0.18	0.9	-2	-3	-2	6	0	-8
Cc1noc(/C=C/N(C)C)c1S(=O)(=O)N(C)CC(=O)NC1CCCCC1	24	x	0.6	10	2	0	39	-10	3
Cn1c(CO)cnc1S(=O)(=O)Cc1ccc([N+](=O)[O-])cc1	13	-0.23	0.9	x	-5	21	12	x	5
C=CC(C)n1c(Br)nc2c1c(=O)[nH]c(=O)n2C (centres undefined)	-1	0.072	1	10	-5	9	-2	-11	12
COc1cc(S(=O)(=O)N2CCCCC2)ccc1NC(=O)c1ccccc1Cl	-13	1.2	x	-5	-7	x	x	4	x
COc1ccc(C(=O)CN(C(=O)c2ccc(Cl)cc2)N2C(=O)c3ccccc3C2=O)cc1	1	0.63	0.6	4	-5	-5	36	-3	-4
CC1(C)CC(=O)C(C=NCCN2CCN(C(=O)c3ccc(Br)cc3)CC2)=C(O)C1	-7	-0.0082	x	-4	-5	x	x	7	x
C1=C(c2ccccc2)CCN(c2ncnc3nc[nH]c23)C1	x	-0.088	0.5	x	x	-9	54*	x	11
CC1(C)Cc2c(sc3c2c(=N)n(Cc2ccco2)c(=O)n3Cc2ccc(F)cc2)CO1	x	0.82	0.9	x	x	14	10	x	64*
COc1ccc(C2C(=O)c3ccccc3C2=O)c(OC)c1	-12	0.24	0.9	7	-5	3	6	-8	-7
COc1ccc(CCNC(=O)C2CCN(c3nn4c(=O)cc(C)nc4s3)CC2)cc1OC	x	0.82	1.1	x	x	5	-7	x	21
Cc1nc(NCCN2CCOCC2)c2nnn(Cc3c(F)cccc3Cl)c2n1	7	0.31	0.6	x	-1	1	38	x	7
CC(C)(C)n1nc2c(c1NC(=O)CCCc1ccccc1)CS(=O)C2 (centres undefined)	7	0.016	0.6	8	0	-2	36	-10	5
CCn1c(SCC(=O)Nc2cc(OC)c(OC)c(OC)c2)nnc1-c1cccs1	-13	0.42	0.8	13	-10	6	19	-10	11
COC(=O)c1oc2ccc(Cl)cc2c1NC(C)=O	-1	-0.27	0.9	6	0	-3	8	-2	-3
Cc1nc(SCC(=O)Nn2c(-c3ccccc3)nc3ccccc3c2=O)n[nH]1	11	-0.0092	1	10	-1	6	0	-8	14
CCOC(=O)C1CCCN(c2nc3ccccc3nc2C(C#N)C(=O)OCCOC)C1 (centres undefined)	x	1.3	0.8	x	x	-6	22	x	8
CC1(C)Cc2ccccc2-c2nnc(SCC(=O)Nc3ccc4c(c3)OCO4)n21	6	-0.14	1	-11	-7	-8	5	10	-1
CCN(CC)S(=O)(=O)c1cccc(C(=O)N[C@H](C(=O)OCC(=O)Nc2ccccc2)C(C)C)c1	-37	0.12	0.1	16	-3	3	93*	-14	7
CC(Oc1ccc(Cl)cc1Cl)C(=O)Nc1ccc2oc(-c3ccncc3)nc2c1 (centres undefined)	-4	-0.0021	0.4	51	0	-2	55*	-50	9
COc1ccc(O/C(=N\S(=O)(=O)c2ccccc2)c2ccccc2)cc1	11	-0.53	0.9	-5	-4	-6	12	8	7
CCC1CCCCN1C(=O)CSc1nnc(-c2ccc3c(c2)OCCO3)o1 (centres undefined)	-13	-0.68	0	0	-1	-6	99*	1	4
CCOc1ccc(-c2nnc(-c3snc(-c4ccc(F)cc4)c3N=CN(C)C)o2)cc1	x	0.42	1.1	x	x	-6	-6	x	10
COc1cc(Nc2cc(C)nc3ncnn23)cc(OC)c1OC	x	0.032	1	x	x	-1	-2	x	-12
CCc1nnc(NC(=O)C2CCCN(c3nc4ccccc4s3)C2)s1 (centres undefined)	9	0.36	0.8	14	-1	-4	21	-15	7
COCc1nnc(NC(=O)CCCOc2ccccc2)s1	23	-0.014	0.5	3	-1	0	49	-3	4
Cn1cc(S(=O)(=O)CC(=O)Nc2ccc(Br)cc2)c2ccccc21	3	-0.046	0	7	-6	1	99*	-8	9
CC(C)(C)C(=O)NC(=C(Cl)Cl)P(=O)(O)O	17	-0.12	1.1	1	0	-7	-11	-3	-1
O=C(NS(=O)(=O)c1ccccc1)c1ccccc1F	-4	0.16	1.1	-8	0	-13	-8	14	-18
CN1C(=O)NC2(O)C(=O)c3ccccc3C12O (centres undefined)	-10	0.24	x	10	-5	x	x	-7	x

New compounds follow
SMILES	S1P2 antag	DAT uptake mod	CYP2C19 activ	sEH inh	S1P2 agonist	PostGolgi yeast	CYP2C19 inh	sEH activator	PostGolgi ctrl
O=S(=O)(c1ccc(SCCO)nc1)N1CCCC1	15	-0.48	0.6	-9	-5	-7	38	10	5
c1ccc(-c2nnc(CN3CCCc4ccccc43)o2)cc1	16	0.097	0.2	6	-3	6	78*	-6	-1
O=C(c1cc(-c2cccc(O)c2)on1)N1CCc2ccccc2C1	x	-0.065	0.8	x	x	-3	19	x	41*
CC1CCc2c(sc3nc(CN4CCOCC4)nc(NS(=O)(=O)c4cccc([N+](=O)[O-])c4)c23)C1 (centres undefined)	3	x	0.7	-4	-3	-2	26	5	23
CC(C)c1ccc(/C=C/C(=O)Nc2nc3ccc([N+](=O)[O-])cc3s2)cc1	-17	0.8	0.9	9	-4	0	10	-11	0
CCOCCCNC(=O)C1CCCN1C(=O)NC1CCCCC1 (centres undefined)	-18	-0.038	1	-6	-10	7	-3	4	2
CCN(CC)S(=O)(=O)c1cccc(NC(=O)C2SC(=Nc3ccc(C)cc3C)C(C(=O)NCC3CCCO3)=C2N)c1 (centres undefined)	-6	-0.32	0.4	-14	-2	-1	62*	17	10
CCN(CC)CCN1C(=O)C2C3c4ccccc4C(c4ccccc43)C2C1=O (centres undefined)	x	0.26	0.7	x	x	1	31	x	-1
O=C(NCc1cccs1)c1nn2cccnc2c1Cl	-7	0.035	0.8	12	-4	0	25	-9	6
CCCCCn1c(CCC(=O)Oc2ccccc2OC)nc2c1c(=O)[nH]c(=O)n2CCCC	-5	-0.76	0.9	3	-9	8	6	0	8
CCc1ccc2[nH]c(=O)c(CN(Cc3ccc4c(c3)OCO4)C(=O)c3ccco3)cc2c1	12	0.49	0.9	10	-4	3	5	-9	6
CC1CCCC(C)N1C(=O)COC(=O)c1ccc[nH]c1=O (centres undefined)	24	-0.28	1.2	-11	-5	0	-20	10	-3
Cc1cccc(NC(=S)NC(=O)/C=C/c2ccco2)n1	-25	0.45	0.5	4	-1	-8	50	-3	12
CC(C)NC(=O)CSc1nncn1-c1ccccc1	x	0.82	1.1	x	x	4	-7	x	33*
COCCNC(=O)Cc1ccc(Br)cc1	x	x	0.4	x	x	3	56*	x	6
Cc1nn(-c2ccccc2)c(C)c1NC(=O)c1ccc(S(=O)(=O)N2CCCC2)cc1	21	1.3	0.9	-9	-3	6	12	8	2
CCOc1ccccc1C1C(C#N)=C(N)Oc2cc(C)n(Cc3ccccn3)c(=O)c21 (centres undefined)	x	-0.42	0.9	x	x	0	9	x	8
CCOC(=O)Cn1c(=O)oc2cc(S(=O)(=O)Nc3ccc(N(CC)CC)cc3C)ccc21	-20	-0.69	0.3	16	0	-1	67*	-16	9
COc1cc(OC)cc(-c2nnc(SCC(=O)N3CCCC3)o2)c1	2	0.19	1	4	-4	5	3	-2	35*
COc1cc(Nc2ccccc2Cl)c([N+](=O)[O-])nc1[N+](=O)[O-]	-7	-0.83	0.2	0	-5	18	81*	-3	27
CCN1CCN(CCNC(=O)CS(=O)(=O)Cc2nc(-c3ccc(C)cc3)oc2C)CC1	1	-2.3	0.8	x	-3	6	21	x	2
O=C1OCCC1Sc1nnc(-c2ccc(O)cc2)o1 (centres undefined)	8	0.41	0.6	2	-7	-1	42	-3	8
CCCCN(CC(=O)Nc1c(C)cccc1CC)C(=O)SCC	1	-1.2	0.3	-5	-4	1	71*	9	9
CN(C=O)CP(=O)(O)CN1CCCCC1	7	x	1.2	x	-8	4	-19	x	2
CCOc1cc(C(N)=O)cc(Br)c1OC	-5	-0.43	x	-17	-1	x	x	20	x
Cc1ccc2nc(C)cc(N3CCOCC3)c2c1	-11	-0.18	1.1	3	-3	1	-13	-5	16
COc1ccc(-c2csc(N(CC3CCCO3)C(=O)c3ccc(C)cc3)n2)cc1 (centres undefined)	12	0.02	x	-15	-7	x	x	16	x
CC1CCN(S(=O)(=O)c2cccc(C(=O)O)c2)CC1	3	0.019	1.1	0	-2	-8	-10	2	0
COC(=O)CC1NCCNC1=O (centres undefined)	21	-0.69	1	-2	-3	-1	-3	2	-2
FC(F)Oc1cccc2cccnc12	1	0.011	x	0	-2	-1	x	1	0
Cc1ccc(Nc2nc(N)nc(CN3CCCCCC3)n2)cc1	19	0.064	1.1	3	-5	1	-15	-4	-2

Whole records, looked up by structure. Values in the order: S1P2 antag	DAT uptake mod	CYP2C19 activ	sEH inh	S1P2 agonist	PostGolgi yeast	CYP2C19 inh	sEH activator	PostGolgi ctrl
Listed for `COc1cc(Nc2cc(C)nc3ncnn23)cc(OC)c1OC` : x	0.032	1	x	x	-1	-2	x	-12
Listed for `COC(=O)CC1NCCNC1=O` (centres undefined) : 21	-0.69	1	-2	-3	-1	-3	2	-2
